Salmonella PhoP GFP – PhoP-dependent GFP reporter repression – Salmonella Typhimurium, primary screen (AID 1863) | inhibition, % at 50 µM; hits with a dose series show IC50 in µM | hit rate 0.16% among 300,000 | S. Typhimurium PhoP-regulated promoter GFP reporter, 4 h; higher % means a stronger effect;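 active means inhibition over 29.93%, a cutoff 3 SD above the screen mean, later confirmed by dose response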;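 further: 0% = low Mg2+ inducing control and 100% = high Mg2+ repressing control; strong numbers were not always called active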
West Nile antiviral – inhibition of WNV-induced cytopathic effect – cell-based, CPE readout (AID 1621). West Nile virus-infected cells, CPE inhibition; higher % means a stronger effect. CPE inhibition, % at 10 µM; hits with a dose series show IC50 in µM. hit rate 0.02% among 290,000; in the data active means a potency from the dose series; further: strong numbers were not always called active
SIAH1 antagonists – blockers of Siah-1 interaction with plectin peptide – biochemical, fluorescence polarization, rhodamine-plectin, uHTS, primary screen (AID 1817). Siah-1 / rhodamine-plectin peptide fluorescence polarization; higher % means a stronger effect. one-dose displacement, % at 20 µM; IC50 in µM for titrated hits. hit rate 0.02% among 290,000;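 active means displacement of at least 50% at 20 µM, with a fluorescence ratio check between 0.3 and a set limit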;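 further: plate controls were Siah plus tracer with DMSO for no effect and tracer alone without Siah for full effect; strong numbers were not always called active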
Starred values were filed as active, the others as inactive. This is a subset. The share of hits here may be higher or lower than overall.

SIAH1 antagonists | Structure | Salmonella PhoP GFP | West Nile antiviral
-1.3% | CCOCc1cc(CN2CCCC(CNC(=O)c3ccco3)C2)ccc1OC (stereo not given) | -1.3% | -0.6%
-3.9% | CC(C(=O)NC1C=CS(=O)(=O)C1)N1C(=O)/C(=C/c2cccc(Cl)c2)SC1=S (stereo not given) | 27.8% | 0.4%
4.8% | O=C(/C=C/c1cccc(Cl)c1)NCCCN1CCOCC1 | 0.9% | -0.7%
2.7% | COc1ccc(CNC(=O)CN(Cc2ccccc2)C(=O)CCC(=O)Nc2ccccn2)cc1 | 6.8% | 0.1%
-2.9% | CCOC(=O)c1cccc(NC(=O)c2cc3ccccc3o2)c1 | 7.8% | -1.2%
-0.9% | Cc1ccccc1S(=O)(=O)Cc1ccc(C(=O)NCCCN(C)Cc2ccccc2)o1 | 4.5% | 0.1%
-1.1% | O=C(CSc1ccc2nnc(CCNC(=O)c3ccccc3)n2n1)NC1CCCC1 | 1.4% | -0.1%
4.3% | CCOc1ccc(NC(=S)N2CCC(c3ccc(C)cc3)C2)cc1 (stereo not given) | 12.3% | -0.9%

Another view of part of the listing above.
> O=C(/C=C/c1cccc(Cl)c1)NCCCN1CCOCC1
  SIAH1 antagonists = 4.8%
  Salmonella PhoP GFP = 0.9%
  West Nile antiviral = -0.7%
> CCOc1ccc(NC(=S)N2CCC(c3ccc(C)cc3)C2)cc1 (stereo not given)
  SIAH1 antagonists = 4.3%
  Salmonella PhoP GFP = 12.3%
  West Nile antiviral = -0.9%
> COc1ccc(CNC(=O)CN(Cc2ccccc2)C(=O)CCC(=O)Nc2ccccn2)cc1
  SIAH1 antagonists = 2.7%
  Salmonella PhoP GFP = 6.8%
  West Nile antiviral = 0.1%
> CCOCc1cc(CN2CCCC(CNC(=O)c3ccco3)C2)ccc1OC (stereo not given)
  SIAH1 antagonists = -1.3%
  Salmonella PhoP GFP = -1.3%
  West Nile antiviral = -0.6%

Later entries.
SIAH1 antagonists | Structure | Salmonella PhoP GFP | West Nile antiviral
0.7% | CCn1c(/C=C/c2cc[n+](C)cc2)nc2ccccc21 | -13.9% | -0.3%
1.6% | Cc1cc(C)c(S(=O)(=O)N2CCCC(C(=O)NC3CC3)C2)c(C)c1 (stereo not given) | -0.3% | -0.5%
-2.0% | CC(=O)Nc1ccc(N2C(=O)CC(Sc3nc(C)cc(C)n3)C2=O)cc1 (stereo not given) | -4.8% | -0.1%
1.0% | O=c1[nH]c(=S)[nH]c2sc3c(c12)CCCCCC3 | 1.2% | -0.1%
-1.1% | COC(=O)c1ccc(CN2CCc3ccc(NC(=O)c4ccncc4)cc3C2)cc1 | -1.9% | 0.0%
3.0% | CCOC(=O)N1CCN(CC(O)COc2ccc(CC)cc2)CC1 (stereo not given) | 1.5% | -0.5%
4.4% | COc1cccc(C(=O)N/N=C(\C)c2ccc(NC(=O)Cc3ccccc3)cc2)c1OC | -5.0% | -0.5%
-1.2% | COc1ccc(NC(=O)C(=O)NNC(=O)c2ccc(Cl)cc2Cl)cc1 | -18.8% | 0.1%
-3.1% | COc1cc(NC(=O)CN2C(=O)COc3ccc(S(=O)(=O)N4CCCCC4)cc32)cc(OC)c1 | 3.0% | -0.6%
4.6% | CC(C)N(Cc1ccccc1)C(=O)c1ccc2c(c1)OCO2 | -7.2% | -0.5%
9.8% | O=S(=O)(Nc1cccc2ccccc12)c1ccccc1F | 8.3% | 0.0%
0.9% | CCn1c(SCC(=O)NC2CC2)nnc1-c1ccc(OC)cc1 | -2.5% | 0.4%
2.4% | CCc1ccc(OC(=O)c2cncc(Br)c2)cc1 | 1.1% | 0.8%
-6.8% | COC(=O)c1ccc(NC(=S)N2CCN(C(=O)c3ccco3)CC2)cc1 | -0.3% | 1.0%
-2.0% | COc1ccc(CCN(C)C2CCCN(C(=O)CCC(F)(F)F)C2)cc1OC (stereo not given) | 6.5% | -0.1%
-5.8% | COc1ccccc1N1CCN(C2CCCN(Cc3cc(F)cc(F)c3)C2)CC1 (stereo not given) | 15.0% | -1.2%
5.7% | Cc1ccc(CCNC(=O)c2ccc(NC3=NC4CS(=O)(=O)CC4S3)cc2)cc1 (stereo not given) | -3.0% | 0.6%
-4.6% | CCCc1nnc(NC(=O)CCC(=O)N2CCN(Cc3ccc(C)cc3C)CC2)s1 | -0.6% | -0.1%
1.4% | CNS(=O)(=O)c1cccc(C(=O)NCC(C)(C)N2CCCCC2)c1 | -5.7% | 0.3%
11.1% | Cc1ccc(C(=O)CCS(=O)(=O)c2ccc(Br)cc2)cc1 | -1.2% | -1.2%
13.3% | CC(=O)Nc1ccc(C(=O)Nc2nnc(CCc3ccccc3)s2)cc1 | -4.5% | 0.3%
-4.5% | COc1cccc(CN(C)Cc2c(O)ccc3ccccc23)c1 | 9.6% | -0.6%
7.6% | COc1ccc(C(=O)Nc2nc3ccc(OC)cc3s2)cc1 | -4.6% | -0.9%
-2.3% | O=C(CNC(=O)c1ccc(F)cc1)c1ccc(Cl)cc1 | 11.7% | -0.7%
-7.4% | CCCNC(=O)C1(O)c2cc(Br)ccc2NC(=O)N1c1ccc(Cl)cc1 (stereo not given) | 11.8% | -0.8%
-4.4% | Cc1ccc(-c2nc(CS(=O)(=O)CC(=O)NCCCN(Cc3ccccc3)C(C)C)c(C)o2)cc1 | -2.5% | -1.7%
1.0% | O=C(O)CN1C(=O)/C(=C\c2ccccc2OCc2ccc(F)cc2)SC1=S | 7.2% | 2.0%
0.9% | Cc1cccc(CNC(=O)c2ccc3nc(Cc4ccccc4F)oc3c2)n1 | 4.1% | 0.4%
-0.7% | O=c1cc(Cl)c(-c2ccccc2)nn1Cc1ccc(Cl)cc1 | -4.7% | -0.6%
-2.7% | Cn1c(SCc2ccc([N+](=O)[O-])cc2)nnc1-c1ccncc1 | 0.2% | -0.8%
2.9% | COc1c(Cl)cc(Cl)cc1C(=O)Nc1ccc(CN2CCOCC2)cc1 | -3.9% | -0.8%
-2.1% | CC(CC(=O)NCc1ccc(F)cc1)c1ccccc1 (stereo not given) | -6.5% | -0.6%
-2.7% | O=C(CSc1nnc(-c2ccccc2)o1)N1CCCC1 | 4.0% | -0.1%
0.7% | COc1cccc(CN2CCc3[nH]c(=S)[nH]c(=O)c3C2)c1 | 9.7% | 0.6%
-0.1% | Cc1cc(-c2nnc(SCC(=O)Nc3cccc(C)c3C)n2N)n[nH]1 | -3.8% | -0.1%
2.4% | CCOC(=O)C1CCN(CC(O)COCc2ccccc2)CC1 (stereo not given) | 4.4% | 0.2%
-3.8% | Cc1ccc(CN(C(=O)c2ccccc2[N+](=O)[O-])C2CCS(=O)(=O)C2)o1 (stereo not given) | -6.3% | 0.3%
0.0% | CC(=O)N1CCN(c2nc3ccc(Br)cc3s2)CC1 | -0.9% | -1.3%
4.2% | COc1cc(S(=O)(=O)NCc2ccccc2)ccc1-n1cnnn1 | 3.3% | 0.0%
-6.4% | Cc1cccnc1NC(=O)c1ccc(Cl)c(S(=O)(=O)N2CCCCCC2)c1 | 5.2% | 1.0%
3.7% | COc1ccc(NC(=O)C2CCCN2S(=O)(=O)c2cccc3cccnc23)cc1OC (stereo not given) | 6.4% | -0.7%
2.0% | COc1ccc(C=Nc2cccnc2N)cc1 | -7.9% | -0.5%
17.9% | Cc1ccc(CNC(=O)c2nnn(CC(=O)Nc3cc(C)cc(C)c3)c2N)cc1 | -6.2% | 1.5%
-2.8% | CCC(=O)NCCc1nc2cc(NC(=O)c3ccc(F)cc3)ccc2n1C | 17.0% | 0.9%
-1.5% | COc1cc(NC(=O)CCC(=O)c2cccs2)cc(OC)c1 | -4.3% | 0.3%
4.5% | CCOc1cc(-c2noc(CCC(=O)NCCc3ccccc3)n2)ccc1OC | -2.1% | -0.8%
-2.7% | O=C(c1cncc(Br)c1)N1CCN(S(=O)(=O)c2ccccc2)CC1 | 0.6% | -0.1%
-1.4% | O=C1NC(=O)C(c2cccs2)(c2cccs2)N1 | -2.5% | 0.3%

Entries from the list above that contain bromine, in the order listed:
SIAH1 antagonists | Structure | Salmonella PhoP GFP | West Nile antiviral
2.4% | CCc1ccc(OC(=O)c2cncc(Br)c2)cc1 | 1.1% | 0.8%
11.1% | Cc1ccc(C(=O)CCS(=O)(=O)c2ccc(Br)cc2)cc1 | -1.2% | -1.2%
-7.4% | CCCNC(=O)C1(O)c2cc(Br)ccc2NC(=O)N1c1ccc(Cl)cc1 (stereo not given) | 11.8% | -0.8%
0.0% | CC(=O)N1CCN(c2nc3ccc(Br)cc3s2)CC1 | -0.9% | -1.3%
-2.7% | O=C(c1cncc(Br)c1)N1CCN(S(=O)(=O)c2ccccc2)CC1 | 0.6% | -0.1%

Next section:
SIAH1 antagonists | Structure | Salmonella PhoP GFP | West Nile antiviral
7.5% | COc1ccc(CCN2CC(C(=O)NCCc3ccccn3)CCC2=O)cc1 (stereo not given) | -0.8% | -0.9%
-2.0% | CC(=O)NS(=O)(=O)c1ccc(NC(=O)CC23CC4CC(CC(Br)(C4)C2)C3)cc1 | 5.9% | 0.1%
1.0% | CCNc1c(NS(=O)(=O)c2ccc(OC)c(Cl)c2)c(=O)oc2ccccc12 | 7.6% | 0.7%
5.3% | COc1ccc(S(=O)(=O)N(CC(=O)NCc2ccncc2)c2cc(C)cc(C)c2)cc1OC | -4.0% | -0.4%
11.8% | Cc1ccc(C(=O)C2=C(O)C(=O)N(Cc3cccnc3)C2c2ccc(N(C)C)cc2)o1 (stereo not given) | 5.6% | -0.9%
-6.2% | Cc1ccc(C)c(C(=O)COC(=O)CN2C(=O)C3C4CCC(C4)C3C2=O)c1 (stereo not given) | 5.2% | 0.3%
-2.7% | Cc1ccc(N2Cc3ccccc3C2=O)cc1 | 4.4% | -0.7%
1.6% | CC(C)C1CCN(C(=O)C2CCC(=O)N(CCc3ccc(Cl)cc3)C2)CC1 (stereo not given) | 4.0% | -1.5%
2.9% | COc1ccc(S(=O)(=O)N2CCCN(CC(=O)Nc3ccccc3F)CC2)cc1 | -10.5% | 0.0%
1.8% | Cc1cc(SCc2ccc(Cl)cc2Cl)nc(=O)[nH]1 | 5.2% | 0.8%
9.2% | COc1ccc(C(=O)N/N=C(\C)CC(=O)Nc2ccc3c(c2)OCCO3)c(OC)c1 | 6.4% | 0.2%
-0.6% | COc1cccc(C(=O)Nc2ccc(C(=O)c3ccccc3)cc2)c1 | -1.9% | -1.5%
-0.4% | CCOc1ccc(S(=O)(=O)NCc2ccc3c(c2)OCO3)cc1C | 7.6% | -0.5%
7.5% | CC(=O)Nc1ccc(S(=O)(=O)N2CCC(C(=O)N[C@@H](Cc3ccccc3)C(=O)O)CC2)cc1 | 5.2% | -0.1%
5.9% | COc1ccc(C2C(C#N)=C(N)N(N(C)C)C3=C2C(=O)CCC3)cc1 (stereo not given) | 3.6% | -0.4%
0.9% | CCOC(=O)c1ccc(-c2c(-c3ccc4c(c3)OCO4)noc2C)cc1F | 10.8% | -0.9%
1.7% | O=C(O)c1oc2ccccc2c1CSc1ccc(Cl)cc1 | 8.1% | 0.3%
1.1% | COc1cccc(OCc2nn[nH]n2)c1 | 3.9% | 0.3%
-2.7% | COc1ccc(C2=NN(C(=O)CCC(=O)O)C(c3ccc(OC)cc3)C2)cc1 (stereo not given) | -5.3% | -0.5%
1.8% | CCC(=O)Nc1nnc(SCC(=O)Nc2ccc3c(c2)OCO3)s1 | 11.6% | -0.5%
1.4% | CCOc1ccccc1N(CC(=O)NCCc1ccc(OC)c(OC)c1)S(=O)(=O)c1ccccc1 | 2.4% | -0.9%
0.3% | C/C(CC(=O)Nc1cc(Cl)ccc1Cl)=N\NC(=O)COc1cccc(C)c1 | 4.5% | -0.4%
-5.7% | O=Cc1ccc(OCCCOc2cccc3cccnc23)cc1 | -5.9% | -0.7%
0.6% | COc1ccc(-c2cc(C(=O)N3CCN(c4ccccc4)CC3)no2)cc1 | -4.7% | 0.3%
1.5% | CSc1ccc(CN(C)C(=O)COc2ccc(C(=O)c3ccccc3)cc2)cc1 | -3.3% | 2.4%
